PHOSPHO1 inh: inhibitors of human PHOSPHO1 phosphatase | 290,000 compounds, 1.1% hits | inhibition, % at 13.3 µM | recombinant PHOSPHO1, absorbance phosphatase assay | Q8TCT1; in the data active means inhibition above about 60%
IMP-1 inhibitor: inhibitors of Pseudomonas aeruginosa IMP-1 metallo-beta-lactamase | purified IMP-1, nitrocefin hydrolysis, epi-absorbance fluorescence | inhibition, % at 5.6 µM | 290,000 compounds, 0.45% hits | AID 1556;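 active means inhibition above the mean plus 3 SD of all compounds in the same screening run, cut at about 4.5% in these data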;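 further: 0% = IMP-1 with DMSO and 100% = DMSO wells lacking enzyme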
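system = purified recombinant IMP-1 beta-lactamase | amount = 0.2 nM IMP-1, as dispensed | medium = HEPES buffer pH 7.1 with ZnSO4 and Brij 35 | times = 25 °C, 15 min preincubation, 25 min reaction | detection = plate fluorescence quenching by hydrolysis product, ex 480/em 530 nm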
HCV NS3 hel inh: inhibitors of Hepatitis C virus NS3 helicase. NS3 helicase DNA unwinding, Cy5 molecular beacon fluorescence. inhibition, % at 10.9 µM. 290,000 compounds, 0.56% hits. AID 1800;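 active means inhibition above the mean of all tested compounds plus 3 SD, set per campaign, cut at about 35% in these data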;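 further: 0% = DMSO wells and 100% = thioflavine S control wells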
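Compound dosing – single dose, 10.9 µM nominal final, DMSO 0.8% final · System – NS3 helicase fragment of HCV · Buffer or medium – MOPS pH 6.5, MgCl2, DTT, Tween20, BSA · Signal – Cy5 beacon fluorescence read at start and 1 h · Also added – annealed dual-labelled DNA beacon duplex, ATP-started · Schedule – 1 h at 25 °C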
GalR3 antagonist: antagonists of human GalR3; 360,000 compounds, 0.44% hits; HEK293 GalR3-CNG cAMP membrane potential fluorescence; galR3 body fused to GalR1 C-terminus; AID 651719; inhibition, % at 3 µM; O60755;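 active means inhibition above the screen-wide average plus 3 SD, cut at about 13% in these data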;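 further: forskolin and galanin both at EC90 stimulate the cells; cAMP rise reported by CNG channel membrane potential dye signal; 0% = forskolin plus galanin with DMSO and 100% = forskolin alone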
Target sequence (O60755 1-299 limits assumed): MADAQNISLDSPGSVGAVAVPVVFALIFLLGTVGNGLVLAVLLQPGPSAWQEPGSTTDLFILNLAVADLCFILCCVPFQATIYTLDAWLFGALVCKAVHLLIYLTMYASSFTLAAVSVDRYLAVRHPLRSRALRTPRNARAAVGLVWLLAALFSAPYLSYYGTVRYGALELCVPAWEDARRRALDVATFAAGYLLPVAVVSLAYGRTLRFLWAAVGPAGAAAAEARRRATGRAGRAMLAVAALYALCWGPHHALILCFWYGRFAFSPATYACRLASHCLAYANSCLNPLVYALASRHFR
OXTR agonist: activates the human oxytocin receptor | 320,000 compounds, 0.32% hits | activation, % at 3 µM | AID 2435 | CHO-OTR cells, Fluo-8 calcium fluorescence; normalized: DMSO 0%, oxytocin 100%;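 active means activation above the mean of all tested compounds plus 3 SD, cutoff set per screening run, cut at about 20% in these data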;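 further: peak over basal fluorescence ratio from a 100 s FLIPR kinetic read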
GPR7 antag: blocks human GPR7 receptor signaling; AID 1861; 290,000 compounds, 1.1% hits; inhibition, % at 4.4 µM; GPR7-expressing cells, fluorescence antagonist assay; in the data active means inhibition above about 16%, passing the limit was not always enough;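 further: cells stimulated with the agonist NPW; 0% = agonist with vehicle and 100% = vehicle without agonist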
Target sequence (P48145 whole entry, looked up): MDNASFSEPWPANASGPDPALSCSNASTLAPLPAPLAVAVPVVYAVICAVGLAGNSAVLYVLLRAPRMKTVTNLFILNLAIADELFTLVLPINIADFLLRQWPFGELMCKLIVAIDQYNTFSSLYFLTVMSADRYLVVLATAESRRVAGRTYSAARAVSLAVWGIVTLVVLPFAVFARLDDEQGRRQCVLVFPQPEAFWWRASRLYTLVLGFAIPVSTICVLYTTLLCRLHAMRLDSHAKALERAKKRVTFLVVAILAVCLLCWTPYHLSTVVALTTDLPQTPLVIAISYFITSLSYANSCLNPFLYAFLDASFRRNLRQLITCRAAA
FID counter: displaces DNA intercalator in HCV helicase counter-screen; AID 1845; 290,000 compounds, 0.17% hits; DNA fluorescent intercalator displacement, fluorescence; inhibition, % at 7.9 µM; in the data active means inhibition above about 37%;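 further: 0% = vehicle and 100% = reference compound; higher means more ethidium bromide displaced from hairpin DNA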
V1aR counter: activates human V1a receptor in oxytocin agonist counter-screen | CHO-V1R cells, Fluo-8 calcium fluorescence, agonist mode; 0% DMSO, 100% 3 nM vasopressin | activation, % at 3 µM | P37288 | AID 2797 | 320,000 compounds, 0.25% hits;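 active means activation above the mean activation of all tested compounds plus 3 SD, per screening run, cut at about 20% in these data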;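 further: signal is peak over basal fluorescence ratio across a 100 second FLIPR read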
VIM-2 inh: inhibitors of Pseudomonas aeruginosa VIM-2 metallo-beta-lactamase | purified VIM-2, nitrocefin hydrolysis, epi-absorbance fluorescence | inhibition, % at 5.6 µM | 290,000 compounds, 0.89% hits;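 active means inhibition above the mean of all tested compounds plus 3 SD, cutoff set per screening run, cut at about 7.5% in these data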;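 further: red hydrolysis product quenches plate fluorescence so inhibitors raise well fluorescence; 0% = enzyme with DMSO and 100% = DMSO without enzyme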
* = called active by the depositor; · = no result given.

Sequence of screens: PHOSPHO1 inh	IMP-1 inhibitor	HCV NS3 hel inh	V1aR counter	FID counter	GalR3 antagonist	GPR7 antag	OXTR agonist	VIM-2 inh
(1) COc1cc(/C=N/NC(=O)c2cc3ccccc3[nH]2)ccc1O
 : 44	-2.8	-6	4.8	-15	-4	10	0.1	-2.3
(2) COC(=O)N=Nc1c(O)n(Cc2ccccc2)c2ccccc12
 : 15	-4.3	2	-0.9	-2	-1	-7	0.6	-2.9
(3) CCc1cc(C(=O)N2CCCC(CCC(=O)NCc3cccc(OC)c3)C2)no1 (stereo unspecified)
 : 26	-2.0	-10	-1.8	-26	-1	-9	-0.9	-2.6
(4) CCCCN1CC(O)=C(c2nc(-c3ccc(Br)cc3)cs2)C1=N
 : 3	0.1	12	-0.3	8	-3	1	-0.1	-1.8
(5) O=C(Cc1csc(Nc2nc(=S)[nH]c3ccccc23)n1)N1CCN(c2cccc(Cl)c2)CC1
 : 9	-3.8	8	0.1	-2	3	-8	0.1	-3.3
(6) O=C(NC(=S)Nc1nc(-c2ccc(Br)cc2)cs1)c1ccco1
 : -20	-2.3	1	0.9	-2	-3	-20	0.2	-4.7
(7) O=C(COC(=O)CCOc1ccccc1)NCc1ccco1
 : 6	-3.4	8	0.4	-8	-3	-11	-0.5	-2.3
(8) O=C(CS(=O)CC(=O)N(CC(=O)NC1CCCC1)C1CCCC1)Nc1ccc(F)cc1 (stereo unspecified)
 : 22	-1.1	6	-0.3	-16	-3	-5	-0.8	-1.3
(9) COc1ccccc1N1C(=O)C=C(Sc2nc(C)cc(C)n2)C1=O
 : 7	-3.8	11	-0.3	-25	-3	-18	-0.5	-2.4
(10) COc1ccc(C)cc1NC(=O)c1ccc2c(O)c(S(=O)(=O)c3ccccc3)c(=O)[nH]c2c1
 : 12	-3.3	1	-0.3	-47	-5	-13	0.9	-1.6
(11) c1cc(-c2nnn(CCOCCn3nnc(-c4ccncc4)n3)n2)ccn1
 : 16	-2.5	-4	-0.8	-4	-10	0	1.1	-1.1
(12) COc1ccc(CCN2CC(C(=O)NCCc3ccccc3C(F)(F)F)CCC2=O)cc1 (stereo unspecified)
 : 3	-1.6	-2	-0.1	-46	2	-11	-2.2	-1.7
(13) Cc1[nH]n(-c2ccccc2)c(=O)c1/C=N/NC(=O)c1cccc(F)c1
 : ·	-4.5	-4	3.7	-18	-15	1	0.3	-1.7
(14) O=C(CCCN1C(=O)/C(=C\c2ccccc2)SC1=S)Nc1cccc(C(=O)O)c1
 : 3	-3.1	-22	1.6	-5	-10	19	1.7	6.5
(15) COc1ccc(C2SCC(=O)N2c2c(C)n(C)n(-c3ccccc3)c2=O)cc1OC (stereo unspecified)
 : -4	-3.2	-2	-0.9	-9	-3	-2	-0.5	-2.4
(16) COc1ccc(CC(=O)NNc2ncnc3c2cnn3-c2ccccc2)cc1
 : -12	-0.5	2	0.2	0	1	-8	-1.6	-3.0
(17) Cc1ccc(C)c(N2CCN(c3ncnc4c3cnn4-c3ccccc3)CC2)c1
 : 5	-1.5	-2	·	0	9	-9	·	1.9
(18) CCN(CC)C(=O)CC(c1ccc2c(c1)OCO2)c1c(O)cc(OC)cc1OC (stereo unspecified)
 : 36	·	·	0.2	·	-7	·	1.0	·
(19) CCc1ccccc1NC(=O)[C@@H]1CCC(=O)N1C1OC(=O)c2c1ccc(OC)c2OC (stereo partly specified)
 : 34	-3.1	0	-0.5	-8	-5	-9	-0.1	-3.9
(20) Cc1cc(=O)oc(C)c1C(=O)NCCc1ccccc1
 : 17	-2.4	5	1.9	2	-3	-1	1.3	-1.9

More structures
Sequence of screens: PHOSPHO1 inh	IMP-1 inhibitor	HCV NS3 hel inh	V1aR counter	FID counter	GalR3 antagonist	GPR7 antag	OXTR agonist	VIM-2 inh
(21) S=c1[nH]nc2n1CCCN2
 : 4	-4.0	3	0.0	-3	-3	-10	0.9	-1.0
(22) Cn1c(=O)c2c(nc(N3CCOCC3)n2CC(=O)C23CC4CC(CC(C4)C2)C3)n(C)c1=O
 : -13	-1.6	-2	0.2	-30	-2	-2	-0.8	-1.1
(23) CCCCN(CCCC)CCNC(=O)c1cn(CC)c2ccc(S(=O)(=O)N3CCc4ccccc4C3)cc2c1=O
 : 18	0.4	-74	0.1	6	-1	9	-2.4	-0.5
(24) COc1cccc(C(=O)Nc2ccc(N3CCN(Cc4ccccc4)CC3)cc2)c1
 : 13	-3.0	-16	3.4	6	-6	3	2.7	-0.8
(25) COC(=O)COc1ccc(-c2ccc(F)cc2)cc1C=O
 : -1	2.2	12	1.9	10	9	33*	-1.2	2.9
(26) CC(C)(C)NC(=O)C(c1ccc(Cl)cc1)N(Cc1ccco1)C(=O)CCl (stereo unspecified)
 : 36	-2.2	-10	-0.2	-7	-3	0	0.0	-1.0
(27) CCC(=O)N(c1ccc(F)cc1)C1C=CS(=O)(=O)C1 (stereo unspecified)
 : -5	-1.9	14	0.4	-1	1	-15	-0.1	-1.5
(28) COc1ccc(CCn2c(N)c(C(=O)NCc3ccco3)c3nc4ccccc4nc32)cc1OC
 : -53	-4.7	-6	1.3	-31	0	-9	3.3	2.8

By substructure: the compounds so far containing a furan ring, fused or not.
Sequence of screens: PHOSPHO1 inh	IMP-1 inhibitor	HCV NS3 hel inh	V1aR counter	FID counter	GalR3 antagonist	GPR7 antag	OXTR agonist	VIM-2 inh
(6) O=C(NC(=S)Nc1nc(-c2ccc(Br)cc2)cs1)c1ccco1
 : -20	-2.3	1	0.9	-2	-3	-20	0.2	-4.7
(7) O=C(COC(=O)CCOc1ccccc1)NCc1ccco1
 : 6	-3.4	8	0.4	-8	-3	-11	-0.5	-2.3
(26) CC(C)(C)NC(=O)C(c1ccc(Cl)cc1)N(Cc1ccco1)C(=O)CCl (stereo unspecified)
 : 36	-2.2	-10	-0.2	-7	-3	0	0.0	-1.0
(28) COc1ccc(CCn2c(N)c(C(=O)NCc3ccco3)c3nc4ccccc4nc32)cc1OC
 : -53	-4.7	-6	1.3	-31	0	-9	3.3	2.8

Looked up above.
CCC(=O)N(c1ccc(F)cc1)C1C=CS(=O)(=O)C1 (stereo unspecified) | PHOSPHO1 inh: -5
S=c1[nH]nc2n1CCCN2 | GPR7 antag: -10

Screening results deposited in PubChem by several laboratories.
